Assay outcomes (PubChem BioAssay)
S1P4 antag = blocks the human S1P4 receptor. 220,000 compounds, 0.26% hits. O95977. inhibition, % at 4.98 µM. AID 1510. S1P4-expressing cells, antagonist mode, reporter read-out; in the data active = inhibition above about 29%;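 note: 0% = wells stimulated with agonist and 100% = vehicle wells without agonist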
NPY-Y2 PAM-ag = potentiators or agonists of human neuropeptide Y receptor Y2. P49146. cells expressing NPY-Y2, potentiator/agonist read-out. activation, % at 3.6 µM. 220,000 compounds, 0.45% hits. AID 1359; in the data active = activation above about 27%;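 note: cells stimulated with NPY near EC25 plus isoproterenol at EC100; 0% = vehicle plus submaximal agonist and 100% = vehicle plus saturating agonist; some results beyond the cut were filed as inactive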
NPY-Y1 antag = blocks the human neuropeptide Y Y1 receptor; P25929; HEK293-CNG Y1 cells, membrane potential fluorescence; NPY at EC95, then isoproterenol; inhibition, % at 3.6 µM; 200,000 compounds, 1% hits;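 active = inhibition above the campaign mean inhibition of all tested compounds plus 3 SD, cut at about 20% in these data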;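 note: 0% = DMSO wells given NPY plus isoproterenol and 100% = isoproterenol alone without NPY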
Target sequence (P25929 whole entry, looked up): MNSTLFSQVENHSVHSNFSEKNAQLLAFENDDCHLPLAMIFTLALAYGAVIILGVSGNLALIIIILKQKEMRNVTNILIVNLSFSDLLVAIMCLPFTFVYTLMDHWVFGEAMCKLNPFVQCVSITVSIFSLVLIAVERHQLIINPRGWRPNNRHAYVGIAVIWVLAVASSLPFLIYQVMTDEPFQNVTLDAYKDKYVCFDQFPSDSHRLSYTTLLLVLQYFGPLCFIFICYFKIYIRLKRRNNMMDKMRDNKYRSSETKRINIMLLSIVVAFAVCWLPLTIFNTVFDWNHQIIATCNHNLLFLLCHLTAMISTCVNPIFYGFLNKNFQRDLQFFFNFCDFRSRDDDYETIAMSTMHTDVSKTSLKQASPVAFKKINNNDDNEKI
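Material: HEK293 cells with Y1 receptor plus CNG channel; times: compound incubation 1 h at room temperature, readout 45 min post-stimulation; signal: fluorescence, membrane potential probe; read-out basis: fluorescence ratio normalized to % inhibition between controls; benchmarks: full-block control isoproterenol-only wells, zero-block control NPY plus isoproterenol wells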
NPY-Y1 PAM-ag = human NPY-Y1 potentiation or agonism, primary screen | NPY-Y1 expressing cells, potentiator/agonist activation | activation, % at 3.6 µM | P25929 | 220,000 compounds, 0.37% hits | AID 1304; in the data active = activation above about 33%, passing the limit was not always enough;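 note: cells stimulated with NPY at EC10 then isoproterenol at EC100; 0% = low agonist plus stimulus and 100% = saturating agonist plus stimulus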
S1P4 ag = activates the human S1P4 receptor | S1P4-expressing cell line, agonist reporter assay | activation, % at 4.98 µM | 220,000 compounds, 0.35% hits | AID 1509; in the data active = activation above about 11%;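 note: 0% = DMSO vehicle and 100% = reference agonist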
BaF3 tox = counter-screen for JAK2V617F inhibitors: parental Ba/F3 viability inhibitors; AID 1486; inhibition, % at 5.6 µM; CellTiter-Glo ATP luminescence; 220,000 compounds, 1.1% hits;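 active = inhibition above a per-campaign cutoff, the mean inhibition of all tested compounds plus 3 SD, cut at about 27% in these data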;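 note: 0% = DMSO wells and 100% = JAK Inhibitor I control wells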
Runt-CBFb FRET = Runt domain-CBFb interaction inhibition | Q01196+Q13951 | Cerulean-Runt/Venus-CBFb FRET ratio 530/480, 1 h | inhibition, % at 20 µM | 220,000 compounds, 0.46% hits | AID 1496;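 active = inhibition over about 50% at 20 µM in the single-dose screen, limit read from the data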;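 note: 0% = DMSO wells and 100% = excess unlabeled CBFb competitor control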
Target sequence (Q01196 whole entry, looked up, the tested form may be a part): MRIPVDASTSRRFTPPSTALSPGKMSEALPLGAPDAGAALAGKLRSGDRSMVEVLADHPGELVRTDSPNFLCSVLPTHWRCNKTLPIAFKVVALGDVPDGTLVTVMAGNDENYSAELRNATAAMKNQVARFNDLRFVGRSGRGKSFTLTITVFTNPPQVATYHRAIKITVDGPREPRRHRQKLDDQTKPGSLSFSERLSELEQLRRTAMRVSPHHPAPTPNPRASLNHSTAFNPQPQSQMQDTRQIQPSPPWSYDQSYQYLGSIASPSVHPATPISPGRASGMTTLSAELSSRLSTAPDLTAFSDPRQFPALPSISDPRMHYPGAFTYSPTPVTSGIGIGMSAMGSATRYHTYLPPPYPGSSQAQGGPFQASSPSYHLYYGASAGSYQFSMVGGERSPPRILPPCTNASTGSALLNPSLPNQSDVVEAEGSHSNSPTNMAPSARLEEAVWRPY
Target sequence (Q13951 whole entry, looked up, the tested form may be a part): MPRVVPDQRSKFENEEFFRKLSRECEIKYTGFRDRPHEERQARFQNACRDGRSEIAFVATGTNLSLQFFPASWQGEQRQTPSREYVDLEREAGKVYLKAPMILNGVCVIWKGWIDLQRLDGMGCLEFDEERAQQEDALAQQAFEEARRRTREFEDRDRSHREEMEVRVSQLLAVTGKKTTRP
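Reagent – Venus-CBFb binding partner, 100 nM · Assay system – Cerulean-tagged RUNX1 Runt domain (FRET donor) fusion protein · Input – 100 nM per protein · Incubation – two 1 h room-temperature incubations shielded from light · Measured by – FRET fluorescence · Medium – Tris buffer pH 7.5 with salts and BSA · Benchmarks – unlabeled CBFb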
Ba/F3 V617F tox = loss of viability in JAK2V617F-driven Ba/F3 cells; Ba/F3 EpoR-JAK2V617F viability, ATP luminescence; inhibition, % at 5.6 µM; 220,000 compounds, 1.1% hits;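 active = inhibition above the campaign mean plus 3 SD over all tested compounds, cut at about 24% in these data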;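 note: cytokine-independent growth of Ba/F3 cells driven by EpoR plus mutant JAK2; 0% = DMSO-treated cells and 100% = JAK inhibitor I control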
RBBP9 inh = inhibitors of human serine hydrolase RBBP9 | O75884 | recombinant RBBP9, FP-Rh probe fluorescence polarization | inhibition, % at 7.94 µM | 220,000 compounds, 0.2% hits;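 active = inhibition above the campaign mean of all tested compounds plus 3 SD, cut at about 14% in these data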;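 note: plate controls were DMSO wells with RBBP9 for no effect and wells lacking RBBP9 protein for full effect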
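Assay system: recombinant human RBBP9; Reagent: Serine-hydrolase probe FP-Rh, 375 nM pre-mixing; Doses: 7.94 µM single dose, 0.794% DMSO; Incubation: 30 min then 45 min, 25 °C; Detection: fluorescence polarization (mP), excitation 525 nm, emission 598 nm; Evaluation: percent inhibition from mP, scaled between DMSO and no-protein wells.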
Numbers without * were called inactive; x = no result given. Random draw from the library; 3.6% or so of the library scored in one or more.

SMILES	S1P4 antag	NPY-Y2 PAM-ag	NPY-Y1 antag	NPY-Y1 PAM-ag	S1P4 ag	BaF3 tox	Runt-CBFb FRET	Ba/F3 V617F tox	RBBP9 inh
Cc1ccc(N=C2NC(=O)CS2)cc1	-3	1	-2	13	2.1	2	1	0	5
COC(=O)c1cccc(NC(=O)CSc2ncn[nH]2)c1	-16	4	2	17	-0.8	2	1	-1	-1
Cc1cc2nc(N=C(N)N)nc(C)c2cc1C	-46	2	1	-6	-0.1	65*	-1	73*	4
Nn1c(SCC(=O)N2CCOCC2)nnc1C1CC1	-9	4	4	18	-1.2	4	-2	0	-8
COc1ccc(OC)c(NC(=O)c2cccnc2Sc2cc(C)ccc2C)c1	-19	-4	5	0	1.6	6	0	-2	41*
COc1ccc(OCC(O)COc2ccc(OC)cc2)cc1	-14	-10	3	-16	-1.1	6	0	4	1
COc1ccc(-n2ncc3c(NCC4CCCO4)ncnc32)cc1 (centres undefined)	-6	-16	6	-15	1.5	3	-1	3	-8
S=C(NCCc1ccccc1)NN=C1CCCCCC1	1	-6	10	-23	-0.4	1	-1	-1	-8
COCCn1c(C)cc(C(=O)CSc2nnc3scc(-c4ccc(Cl)cc4)n23)c1C	2	11	-4	6	1.7	6	x	2	-11
Cc1ccc(S(=O)(=O)N2CCCC(CCC(=O)NCc3ccccc3F)C2)s1 (centres undefined)	1	-1	2	13	3.1	0	-1	-3	-7
C=CCC(C=C)S(=O)(=O)c1ccc(C)cc1 (centres undefined)	-16	3	1	-15	1.1	6	2	-1	-5
CCOc1cccc2cc(C(=O)NCCC3=CCCCC3)c(=O)oc12	-7	-8	4	-15	-0.8	6	-7	0	-4
O=C(NNc1nc2c(F)cccc2s1)c1ccccc1	-2	-2	3	-2	0.7	8	4	4	-11
O=C(COc1ccccc1Cl)Nn1cnnc1	4	7	1	-9	-0.5	1	-4	1	-4
CCOC(=O)c1cccc(S(=O)(=O)N2CCCC2)c1	-33	4	4	3	1.8	8	-2	3	-4
CCOC(=O)c1[nH]c2ccc(OC)cc2c1NC(=O)c1nonc1C	-1	18	-3	14	-1.3	0	-3	3	-8
CCOC(=O)c1[nH]c2c(c1C)C(=O)CC(c1ccc(N(C)C)cc1)C2 (centres undefined)	-14	3	7	-8	-1.1	4	4	1	-10
O=C(COC(=O)c1ccccn1)Nc1cccc(Cl)c1Cl	-10	2	9	-3	-2.8	1	-2	-2	-2
Cc1cc(NC(=O)CSc2nc3ccc(Cl)cc3[nH]2)no1	-11	-3	8	-22	-1.1	8	-1	-4	-6
Cn1c(=O)c2c(nc(CN3CCCCC3)n2Cc2c(F)cccc2Cl)n(C)c1=O	2	5	-2	1	0.1	1	1	2	-3

Entries of single compounds from above.
Record of `Cc1ccc(N=C2NC(=O)CS2)cc1` = S1P4 antag = -3; NPY-Y2 PAM-ag = 1; NPY-Y1 antag = -2; NPY-Y1 PAM-ag = 13; S1P4 ag = 2.1; BaF3 tox = 2; Runt-CBFb FRET = 1; Ba/F3 V617F tox = 0; RBBP9 inh = 5
Record of `CCOC(=O)c1cccc(S(=O)(=O)N2CCCC2)c1` = S1P4 antag = -33; NPY-Y2 PAM-ag = 4; NPY-Y1 antag = 4; NPY-Y1 PAM-ag = 3; S1P4 ag = 1.8; BaF3 tox = 8; Runt-CBFb FRET = -2; Ba/F3 V617F tox = 3; RBBP9 inh = -4

Structures above printed as active in RBBP9 inh:
mol | S1P4 antag | NPY-Y2 PAM-ag | NPY-Y1 PAM-ag | S1P4 ag | Runt-CBFb FRET | RBBP9 inh
COc1ccc(OC)c(NC(=O)c2cccnc2Sc2cc(C)ccc2C)c1 | -19 | -4 | 0 | 1.6 | 0 | 41*

The listing picks up, starting 3 compounds before the break.
SMILES	S1P4 antag	NPY-Y2 PAM-ag	NPY-Y1 antag	NPY-Y1 PAM-ag	S1P4 ag	BaF3 tox	Runt-CBFb FRET	Ba/F3 V617F tox	RBBP9 inh
O=C(COC(=O)c1ccccn1)Nc1cccc(Cl)c1Cl	-10	2	9	-3	-2.8	1	-2	-2	-2
Cc1cc(NC(=O)CSc2nc3ccc(Cl)cc3[nH]2)no1	-11	-3	8	-22	-1.1	8	-1	-4	-6
Cn1c(=O)c2c(nc(CN3CCCCC3)n2Cc2c(F)cccc2Cl)n(C)c1=O	2	5	-2	1	0.1	1	1	2	-3
COc1ccc(C2CC(=O)Nc3n[nH]c(-c4ccccc4)c32)cc1OC (centres undefined)	-4	7	2	8	3.1	5	0	-2	-3
O=C(COc1ccccc1F)N1CCc2ccccc2C1	-17	-17	-7	3	3.2	13	0	2	1
Cc1cccc(N2CCN(C(=O)C3CCN(S(=O)(=O)c4c(C)noc4C)CC3)CC2C)c1 (centres undefined)	-9	-5	2	8	-0.8	9	-3	0	2
CCOc1ccc2nc(SCC(=O)c3ccc(C)s3)sc2c1	-4	-21	7	-17	-1.1	4	1	2	-15
COc1ccc(Cl)cc1C(=O)NCC#N	-8	1	2	28	-0.6	3	0	0	-4
O=C(Nc1nnc(-c2cccc(F)c2)s1)Nc1ccccc1F	-10	-3	8	-2	1.2	4	1	-5	-6
COc1cccc(NC(=S)NNC(=O)Cn2nc([N+](=O)[O-])cc2C)c1	-9	0	4	-2	1.9	-1	4	-1	-9
Cc1ccc(C(c2c(C)[nH][nH]c2=O)c2c(C)[nH][nH]c2=O)cc1[N+](=O)[O-]	-16	5	7	7	-1.0	7	1	-2	-9
O=C(Nc1ccc2c(c1)OCO2)N1CCN(c2cccc(C(F)(F)F)c2)CC1	-28	-18	11	-25	-0.7	4	4	-1	-7
COc1cc(OC)c(/C=N/NC(=O)c2ccc(NC(C)=O)cc2)cc1Br	-2	-6	-1	13	0.6	12	2	6	3
CCOC(=O)/N=C(/NC(=O)Nc1ccc(C(=O)OCC)cc1)OC	-3	1	3	-17	0.3	3	1	-2	-6
CCOc1ccccc1-n1c(SCC(N)=O)nc2ccccc2c1=O	5	2	4	-9	-0.2	2	1	2	-11
CCOc1cc(CN2CCN(CCc3ccccc3)C(CCO)C2)ccc1OC (centres undefined)	6	-2	2	-26	1.9	5	0	0	-8
CCOC(=O)N1CCC(NC(=O)C(CC(C)C)NC(=O)C2CCC(C)CC2)CC1 (centres undefined)	-3	2	9	2	1.2	5	-5	1	-6
CN(Cc1nc2ccccc2n1C)S(C)(=O)=O	-16	-20	-5	-4	-2.1	5	2	2	-11
O=C(CC1C(=O)NCCN1Cc1ccc(-c2ccccc2)cc1)NCC1CC1 (centres undefined)	-3	4	0	5	-0.6	3	-4	1	-9
CC1COC2C(O1)N(S(C)(=O)=O)CCN2S(C)(=O)=O (centres undefined)	6	-10	1	-21	-2.0	7	-1	3	-7
COc1ccc(N2C(=O)CC(Sc3ncn[nH]3)C2=O)c(OC)c1 (centres undefined)	2	10	5	0	-1.0	6	17	-4	-2
OCCN1CCN(CC(O)COc2ccc(-c3ccccc3)cc2)CC1 (centres undefined)	15	-10	10	-30	-0.9	7	-1	3	-5
O=C1C2C3C=CC(C2C(=O)N1c1ccc(O)cc1)C1C2C(=O)N(c4ccc(O)cc4)C(=O)C2C31 (centres undefined)	-5	8	x	-1	0.3	-5	1	0	7

Results in S1P4 ag, Ba/F3 V617F tox and Runt-CBFb FRET, for some of the entries so far:
Molecule	S1P4 ag	Ba/F3 V617F tox	Runt-CBFb FRET
CCOc1cc(CN2CCN(CCc3ccccc3)C(CCO)C2)ccc1OC (centres undefined)	1.9	0	0
CCOC(=O)N1CCC(NC(=O)C(CC(C)C)NC(=O)C2CCC(C)CC2)CC1 (centres undefined)	1.2	1	-5
CN(Cc1nc2ccccc2n1C)S(C)(=O)=O	-2.1	2	2
O=C(CC1C(=O)NCCN1Cc1ccc(-c2ccccc2)cc1)NCC1CC1 (centres undefined)	-0.6	1	-4
CC1COC2C(O1)N(S(C)(=O)=O)CCN2S(C)(=O)=O (centres undefined)	-2.0	3	-1
COc1ccc(N2C(=O)CC(Sc3ncn[nH]3)C2=O)c(OC)c1 (centres undefined)	-1.0	-4	17

More compounds follow.
SMILES	S1P4 antag	NPY-Y2 PAM-ag	NPY-Y1 antag	NPY-Y1 PAM-ag	S1P4 ag	BaF3 tox	Runt-CBFb FRET	Ba/F3 V617F tox	RBBP9 inh
Cc1nc2cc(NC(=O)N3c4ccccc4CC3C)ccc2n1C (centres undefined)	-19	14	2	2	1.1	2	1	-1	0
CSc1ccc(CNC(=O)c2c(C)noc2C)s1	3	13	x	-1	-1.0	2	-1	-2	-4
COC(=O)c1cc(COc2ccc3oc(C)c(C(=O)OC(C)C)c3c2)c(C)o1	-2	-6	5	-4	1.2	4	-6	-1	2
O=S(=O)(c1ccc(Cl)s1)N1CCN(C/C=C/c2ccccc2)CC1	2	-8	-6	8	1.2	2	-2	-2	-4
COc1ccc(-c2nc(CN3CCN(c4ccccc4OC)CC3)c(C)o2)cc1	-5	-15	14	0	0.1	8	-3	0	-8
Cc1ccc(/C=N/NC(=O)c2n[nH]c3c2CCCC3)cc1	18	-33	x	1	-1.4	93*	1	93*	-1
O=C(c1ccccc1)c1ccc(OCC(O)CN2CCOCC2)cc1 (centres undefined)	-20	7	0	12	-0.8	3	x	3	-5
CCN(C(=O)COC(=O)c1[nH]c(=O)[nH]c(=O)c1N)c1ccccc1	-21	7	-3	1	-0.6	6	-1	1	1
CC1CCN(C(=O)CSc2nnc(-c3ccco3)o2)CC1	-21	-8	-2	-13	2.6	4	3	-2	-6
CCOc1cc(C=O)cc(Cl)c1OCC(N)=O	15	-2	8	7	-2.0	10	1	3	-5
CC1CCCC(C)N1/N=C/c1cc(Br)cc(Br)c1O (centres undefined)	3	7	2	-12	1.4	-2	-7	-1	-5
OCCC1CN(Cc2cnc(-c3ccccc3)s2)CCN1Cc1ccccc1 (centres undefined)	-24	4	0	10	0.5	3	-1	0	6
COc1ccc(-c2noc(CN(Cc3nccn3C)C(C)C)n2)cc1	-3	-17	x	1	1.9	2	1	0	-4
COc1ccc(Cl)cc1N1Cc2ccccc2C1	-3	3	3	3	-4.2	5	0	-1	-2
COc1cccc2c(=S)c(CCC(C)=O)c(C)[nH]c12	3	9	4	8	-0.5	0	19	1	2
CCCCN(C)c1ccc([N+](=O)[O-])cc1	-10	2	4	-6	-1.2	9	-5	-4	0
COc1ccc(S(=O)(=O)N2CC(O)CC2C(=O)OCC(=O)Nc2ccc(Cl)cn2)cc1 (centres undefined)	-3	-3	0	12	-1.8	-2	0	4	-5
Cc1cc(C)c(NC(=S)N(CCCN2CCOCC2)Cc2cccnc2)c(C)c1	5	-6	1	-13	-1.3	2	2	0	-6
COc1cc(O)c2c(c1)OC(c1ccc(O)cc1)CC2=O (centres undefined)	11	3	2	-18	1.3	-9	-1	-1	-8
